Screening data: PubChem, Sanford-Burnham Center for Chemical Genomics
H9c2 TAG inh – triacylglycerol accumulation inhibition; 230,000 tested, 0.66% active; inhibition, % at 12.5 µM; H9c2 cells, Nile Red lipid (TAG) fluorescence; cells loaded with 200 µM oleic acid;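 active = pattern-corrected inhibition of lipid staining of at least 50% with the nuclear-stain viability signal not falling by more than 50%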;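 also: 0% = DMSO wells and 100% = triacsin C control wells; some results filed as inactive read as strong as hits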
H9c2 TAG inh DAPI viability – also measured in H9c2 TAG inh; calls as there; DAPI nuclei signal change (viability), lower = more cytotoxic, %;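 whole-well DAPI fluorescence read on a plate reader as a viability signal; minus 50 percent equals half of cells still viable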
Numbers without * were called inactive. Only part of the results is shown (hit frequency here may not be typical).

Preview, 7 compounds:
The line under a structure holds: H9c2 TAG inh	H9c2 TAG inh DAPI viability
CN1CCC[C@H]1CCNC(=O)c1c(-c2ccsc2)sc2ccccc12
    -6	-13
Cc1cc(C)c(NC(=O)c2oc3ccccc3c2COc2ccccc2)c(C)c1
    50	-26
Cc1ccc(OCC(=O)N(C)CC(=O)Nc2cccc(F)c2)cc1
    -2	0
CCCS(=O)(=O)C/C(N)=N/OC(=O)c1ccccc1Cl
    2	-6
Cc1c(N)cc2c(c1N)C(C)(C)CC2(C)C
    -11	1
Cc1ccc(C(=O)NC(=S)NCc2cccnc2)cc1
    3	-6
CC(C)(C)n1nnnc1C(c1cccnc1)N(Cc1ccccc1)Cc1cccs1 (centres undefined)
    -22	-13

All compounds of this part (from the top)
The line under a structure holds: H9c2 TAG inh	H9c2 TAG inh DAPI viability
CN1CCC[C@H]1CCNC(=O)c1c(-c2ccsc2)sc2ccccc12
    -6	-13
Cc1cc(C)c(NC(=O)c2oc3ccccc3c2COc2ccccc2)c(C)c1
    50	-26
Cc1ccc(OCC(=O)N(C)CC(=O)Nc2cccc(F)c2)cc1
    -2	0
CCCS(=O)(=O)C/C(N)=N/OC(=O)c1ccccc1Cl
    2	-6
Cc1c(N)cc2c(c1N)C(C)(C)CC2(C)C
    -11	1
Cc1ccc(C(=O)NC(=S)NCc2cccnc2)cc1
    3	-6
CC(C)(C)n1nnnc1C(c1cccnc1)N(Cc1ccccc1)Cc1cccs1 (centres undefined)
    -22	-13
CCOC(=O)c1c(-c2ccc(C)cc2)csc1NC(=O)c1ccc(N2C(=O)CCC2=O)cc1
    5	8
O=C(Cc1cnc2ncnn2c1)N1CCc2c([nH]c3ccccc23)C1c1ccccn1 (centres undefined)
    10	-12
COc1ccc(-n2c(C)cc(C(=O)CN3CCC(C)CC3)c2C)cc1
    18	11
CCn1c(SCC(=O)Nc2ccc(OC)c(OC)c2)nnc1-c1cccs1
    4	-2
Cn1c(=O)[nH]c(=O)c2c1nc(N1CCCC1)n2CCCSc1nc2ccccc2o1
    -20	4
COc1ccccc1-c1c(C)nn2c(C)cc(C)nc12
    -21	1
O=C(NNC(=S)NC1CCCCC1)c1ccccc1Cl
    -1	2
O=C(Nc1ncc(Cc2cc(Cl)ccc2Cl)s1)c1ccc([N+](=O)[O-])cc1
    12	4
O=C(CC(CC(=O)c1ccccc1)C(=O)O)c1ccccc1
    0	0
CCN(c1ccccc1)S(=O)(=O)c1cccc(C(=O)NCC2(N(C)C)CCCCC2)c1
    4	-5
COc1ccc(S(=O)(=O)N2CCN(Cc3c[nH]c4ccccc34)CC2)cc1
    -9	3
Cc1cc(C)c(S(=O)(=O)N2CCC(C(=O)OCc3c(C)noc3C)CC2)c(C)c1
    14	-12
CCCCC[C@@H]1C=C(C(=O)O)[C@H](c2ccc(OC)c(OC)c2)N1S(=O)(=O)c1ccc(C)cc1
    -1	11
O=C(c1cnc2ccc(Cl)cc2c1Cl)N1CCOCC1
    -9	7
CC1(C(=O)NS(=O)(=O)c2ccc(Cl)cc2)CCN1C(=O)Cc1ccc(Cl)cc1Cl (centres undefined)
    -7	3
CC(=O)Nc1ccc(SCC(=O)OCC(=O)NC(=O)NCc2ccco2)cc1
    -5	0
CC1(C)Oc2ccc3ccc(=O)oc3c2C[C@H]1O
    -25	3
Cc1cccc(CN2CCN(C(=O)CN(C)C(C)C(=O)Nc3ccc(C(N)=O)cc3)CC2)c1 (centres undefined)
    0	-1
CC(=O)Nc1ccc(S(=O)(=O)Nc2nc3ccccc3s2)cc1
    9	-3
NC(=O)Cc1ccc(C(=O)c2ccccc2)s1
    13	-3
CCCCC[C@H](O)/C=C/[C@@H]1[C@@H](CCCCCCC(=O)O)[C@@H](O)C[C@H]1O
    -25	23
CCn1c(=O)c2[nH]c(SC)nc2n(CC)c1=O
    2	-2
COc1ccc(S(=O)(=O)N(c2onc(C)c2Cl)S(=O)(=O)c2ccc(OC)cc2)cc1
    -4	13
CC1CC(C)CN(C(=O)/C=C/c2ccc(S(=O)(=O)N3CCOCC3)cc2)C1 (centres undefined)
    10	-6
Cc1ccc(Nc2nc(C(=O)NCC3CCCO3)cs2)cc1 (centres undefined)
    4	-1
O=C(Oc1ccc(N(Cc2cccs2)C2=NS(=O)(=O)c3ccccc32)cc1)c1ccccc1Cl
    7	-1
O=C(COC(=O)C1CC(=O)N(Cc2ccccc2)C1)Nc1ccccc1F (centres undefined)
    -1	10
COCCNC(=O)C1(C)CCCN(Cc2ccc(-n3ccnc3)cc2)C1 (centres undefined)
    64	-63
CCCCCCCCCC(=O)NNC(=O)c1c(O)c2ccccc2n(CC)c1=O
    -31	12
CCN1C(=O)[C@H]2[C@@H](c3ccc(C)cc3)N[C@]3(CCCN(Cc4ccc(C(F)(F)F)cc4)C3=O)[C@H]2C1=O
    9	6
CCCOc1ccc(N2CC(C(=O)NC(C)C)CC2=O)cc1 (centres undefined)
    -16	1
COC(C(=O)Nc1cccc(F)c1)c1ccccc1 (centres undefined)
    15	-15
Cc1ccc(CSCCNC(=O)c2ccc(C)cc2)cc1
    -13	-5
Cc1ccc(OCC(=O)NN=C2C3CC4CC(C3)CC2C4)cc1
    9	-10
Cc1ccccc1COc1ccc2oc(C)c(C(=O)O)c2c1
    0	2
CCOC(=O)Cn1nc(C)c([N+](=O)[O-])c1C
    -15	7
OCC[C@@H]1C[C@H](O)[C@@H](O)[C@]2(Cc3ccccc3CO2)O1
    0	-2
CCCn1cc(CN2CCCC(C(=O)c3cccc(OC(C)C)c3)C2)c(C)n1 (centres undefined)
    -12	22
COc1ccc(C(=O)NCc2ccc3c(c2)cc(C)n3C)cc1OC
    0	19
CNC(=O)[C@@H]1CCC(=O)N1
    -6	2
O=C(NCc1ccc(-c2nc3ccccc3s2)cc1)c1cc2ccccc2o1
    -3	-3
COc1ccccc1/C=N/NC(=O)CSc1cc(C)nc2ccccc12
    -9	-2
Fc1cc(NC(=S)NCc2ccc(CNC(=S)Nc3ccc(Cl)c(F)c3)cc2)ccc1Cl
    14	-3
Cc1ccc(CNC(=O)/C=C/C(=O)O)cc1
    8	-6
COCCNC(=O)c1ccc(-c2cn[nH]c2)c2ccoc12
    20	-3
CCn1c(=NC(=O)CSC(C)=O)sc2ccccc21
    18	-18
CCOc1ccc(-n2c(C)cc(/C=N/Nc3nc(C)cc(=O)[nH]3)c2C)cc1
    2	-2
Cc1cccc(Nc2c(O)nc[nH]c2=O)c1
    -3	6
O=C1C(=O)N(Cc2cccc([N+](=O)[O-])c2)c2ccccc21
    40	-17
CN(Cc1cccnc1)C(=O)CC1C(=O)NCCN1Cc1ccc(-c2ccccc2)cc1 (centres undefined)
    11	-8
CCc1ccc2oc(-c3cc(N)cc(C)c3O)nc2c1
    23	-5
COc1ccccc1C(=O)OCn1nnc2ccccc2c1=O
    -4	-9
C=CCNc1nc2cc(-c3cccc(Cl)c3)sc2c(=O)n1C
    18	4

Later entries:
The line under a structure holds: H9c2 TAG inh	H9c2 TAG inh DAPI viability
COc1cc(-c2cc(-c3ccc(O)cc3)nc(N)c2C#N)ccc1O
    16	8
c1ccc2c(Nc3nncs3)c3ccccc3nc2c1
    -4	11
COc1cc(CN2CCc3ccc(NC(=O)CCc4ccccc4OC)cc3C2)ccc1O
    7	6
COc1ccc(C=O)c(OCc2cn(CC(=O)c3ccc(O)cc3)nn2)c1
    6	3
CN(C)C(=O)COc1ncnc2scc(-c3ccc(F)cc3)c12
    -6	-4
Cc1nc(SCC(=O)Nc2ccccc2Cl)oc1C
    -1	6
C#CCN1C=C(C(=O)OCC)C(C)NS1(=O)=O (centres undefined)
    10	-2
COc1ccc(CN2C(=O)c3c(c(C)n(C)c3C)C2C(=O)NC2CCC(C)CC2)cc1 (centres undefined)
    5	1
CC(C)c1nc(=S)n(-c2ccccc2)[nH]1
    15	-3
Cc1nc([N+](=O)[O-])cn1CC(=O)Nc1ccc(Cl)cc1
    -9	3
Nc1cc(S(=O)(=O)N2CCCCC2)ccc1Oc1ccccc1
    -6	6
Cc1ccccc1Cn1cc(NC(=O)COc2ccccc2)cn1
    -38	6
COc1ccc(C(=O)C2CCCN(C(=O)CCc3scnc3C)C2)c(C)c1 (centres undefined)
    -8	-7
CC(=O)C1=C(O)C(=O)N(Cc2ccccc2)C1c1ccccc1F (centres undefined)
    -8	1
COC/C=C/C1=CC2=CC(=O)C(C)(OC(=O)c3cnc4ccccc4n3)C(=O)C2=CN1c1ccc(OC)cc1 (centres undefined)
    5	-2
CC[C@H]1OC(=O)[C@H](C)[C@@H](O[C@H]2C[C@@](C)(OC)[C@@H](O)[C@H](C)O2)[C@H](C)[C@@H](O[C@@H]2O[C@H](C)C[C@H](N(C)C)[C@H]2O)[C@](C)(O)C[C@@H](C)C(=O)[C@H](C)[C@@H](O)[C@]1(C)O
    19	-4
CN1CCCN(C(=O)c2cc(=O)[nH]c3ccccc23)c2nc3ccccc3nc21
    -21	0
COc1cc(NC(=O)c2ccc(-c3cnn(C)c3)c3ccoc23)cc(OC)c1OC
    17	4
CCOc1ccc2oc(C(=O)N(CC)CC(=O)Nc3c(F)cccc3F)c(C)c2c1
    15	5
CN1CCN(C2=C(Cl)C(=O)N(c3ccc(Cl)c(Cl)c3)C2=O)CC1
    -13	11
N#Cc1c(N2CCOCC2)nsc1-c1ccccc1
    -6	5
COc1cc(-c2cc3nc(NCCc4ccncc4)ccn3n2)cc(OC)c1OC
    23	6
C/C(=N/Oc1nc(C)cc(C)n1)c1ccc(F)cc1
    -9	2
COc1ccc(NC(=O)C2(C)Cc3c(-c4ccc(N(C)C)cc4)ccnc3O2)cc1OC (centres undefined)
    -9	3
COc1ccc(S(=O)(=O)N2CCN(CC(=O)c3[nH]c(C)c(C(C)=O)c3C)CC2)cc1OC
    -3	-3
O=S(=O)(c1cccc(C(F)(F)F)c1)N1CCC(O)(c2cccnc2)CC1
    -5	-2
Cn1c(SCC(=O)NC2CCCCC2)nnc1-c1ccccn1
    -3	-3
CC(C)CNC(=O)C1(C)CCCCCN1C(=O)c1csnn1 (centres undefined)
    4	5
CC(=O)N(CN1C(=O)c2ccccc2C1=O)c1cccc(C)c1
    15	-6
COc1cc(C(=O)NNC(=O)CCOc2ccccc2)cc(OC)c1OC
    11	6

Continued; the last 2 above are carried over.
The line under a structure holds: H9c2 TAG inh	H9c2 TAG inh DAPI viability
CC(=O)N(CN1C(=O)c2ccccc2C1=O)c1cccc(C)c1
    15	-6
COc1cc(C(=O)NNC(=O)CCOc2ccccc2)cc(OC)c1OC
    11	6
CN(Cc1cc(Cl)cc(Cl)c1)[C@H]1C[C@H]2c3[nH]c4ccccc4c3CCN2C(=O)[C@H]1CO
    6	1
CN1/C(=C/C(=O)CSc2ccccc2C(=O)O)C(C)(C)c2ccccc21
    -12	-8
CCN(CC(=O)Nc1ccc(NC(C)=O)cc1)C(=O)CSCc1c(C)noc1C
    0	-5
CC(Nc1nc(-c2ccc(F)cc2)cs1)c1nc2cc(Cl)c(N3CCCCC3)cc2n1CCOCCO (centres undefined)
    18	-4
CC(Oc1ccc(F)cc1)C(O)CCN(C)C (centres undefined)
    -6	-4
CCc1nc2ccc(C(=O)NCc3ccc(OC)cc3)cn2c1N(C)C(=O)Cc1ccccc1
    4	2
Cc1ccc(NS(=O)(=O)c2cc(C(=O)OCC(=O)NCC3CCCO3)ccc2C)cc1 (centres undefined)
    -16	2
C/C(=C\C(=O)N1CCc2ccccc21)C(=O)O
    5	-6
Cc1cc([N+](=O)[O-])nn1CC(=O)N(C)Cc1ccccc1
    10	-12
Cc1cccc(Nc2nc(-c3ccc(F)cc3)cs2)n1
    19	-3
CC(=O)N1CCCc2cc(S(=O)(=O)CCC(=O)N3CCN(c4ccccc4)CC3)ccc21
    5	-5
COCCNC(=O)c1nc2ccccc2s1
    -1	-10
O=C(Oc1ccc2ccc(OC(=O)N3CCOCC3)cc2c1)N1CCOCC1
    2	3
CCCS(=O)(=O)N1CCC(Cc2ccc(OC)cc2)(C(=O)OCC)CC1
    4	-17
CCOC(=O)c1c(-c2ccc(OC)cc2)nc2nonc2c1N
    -8	13
O=c1nc(/C=C/c2cccn2-c2ccc([N+](=O)[O-])cc2)cc(C(F)(F)F)[nH]1
    8	-11
Cc1ccc(OCCn2c(C)c(/C=N/n3cnnc3)c3ccccc32)cc1
    17	-6
Cc1ccc(Cc2c(-c3ccc(Br)cc3)nc3ccc(Br)cn23)cc1
    4	-6
C=CCn1c(N)cc(=O)nc1SCC(=O)Nc1ccc(C(=O)OC)cc1
    4	4
NS(=O)(=O)c1cccc(NC(=O)CSc2nnc(C3CC3)n2C2CC2)c1
    7	1
COc1ccc(C(=O)/C(C#N)=N/Nc2cccc([N+](=O)[O-])c2)cc1
    -14	2
COc1ccc(-c2cc(C(F)F)n3ncc(C(=O)Nc4cccc(S(=O)(=O)N5CCOCC5)c4)c3n2)cc1
    58*	9.9*
C[C@@H]1CN([C@@H](C)CO)C(=O)c2cc(Br)cnc2O[C@H]1CN(C)C(=O)NC1CCCC1
    -7	9
CC(C)(C)c1ccc(-c2noc(-c3ccc4c(c3)CCO4)n2)cc1
    -18	13
COc1ccc(-n2c3c(cc(C(=O)NNc4ccccc4C)c2=O)C(=O)CC(C)(C)C3)cc1
    11	-5
Cc1ccc(NS(=O)(=O)c2ccc(C(=O)N3CCN(S(=O)(=O)c4ccccc4)CC3)cc2)cc1
    -14	2
O=C(NNC(=O)c1cccc(Br)c1)C(=O)N1CCCCC1
    -6	6
OC(c1ccc(F)c(F)c1)c1ncc(-c2cccc(F)c2)[nH]1 (centres undefined)
    -20	5
CN(C)/N=C/c1cn(-c2ccccc2)nc1-c1cccnc1
    17	-12
O=C(COc1coc(CN2CCc3ccccc32)cc1=O)N1CCCCC1
    5	7
